Compound activity: PubChem BioAssay, Sanford-Burnham Center for Chemical Genomics
APJ agonist: agonists of human apelin receptor APJ, primary screen, CHO-K1 cells, PathHunter beta-arrestin, luminescence; P35414; 0% DMSO wells, 100% apelin; activation, % at 20 µM; 330,000 compounds, 0.11% hits; AID 2520, 2010;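 active = activation more than six SD over the plate average, tested at 20 µM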;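 also: 0% = DMSO alone and 100% = apelin-13 at 10 nM; some results filed as inactive read as strong as hits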
Target sequence (P35414 whole entry, looked up): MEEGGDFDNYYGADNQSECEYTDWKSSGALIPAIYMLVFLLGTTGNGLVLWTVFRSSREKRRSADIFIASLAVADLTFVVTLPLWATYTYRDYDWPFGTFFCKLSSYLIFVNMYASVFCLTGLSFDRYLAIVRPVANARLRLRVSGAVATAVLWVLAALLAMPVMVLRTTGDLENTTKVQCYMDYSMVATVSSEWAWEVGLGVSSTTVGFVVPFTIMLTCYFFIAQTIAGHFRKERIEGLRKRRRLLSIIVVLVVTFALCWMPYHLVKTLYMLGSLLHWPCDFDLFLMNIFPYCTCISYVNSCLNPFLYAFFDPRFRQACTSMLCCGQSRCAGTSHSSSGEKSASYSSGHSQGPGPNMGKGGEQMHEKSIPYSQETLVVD
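Test system – PathHunter CHO-K1 APJ (AGTRL-1) beta-arrestin reporter cells · Input – 1000 cells/well · Compound – single test compound dose, 20 µM final, 1% DMSO · Times – compound stimulation 90 min at 25 °C, detection 60 min · Technique – beta-gal luminescence · Read-out basis – APJ–arrestin association signal · Control set – negative DMSO alone, positive Apelin-13 at 10 nM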
CCR6 antag: CCR6 receptor antagonists, primary screen, cell-based, CHO-K1, luminescence, beta-arrestin, uHTS; CHO-K1 CCR6 PathHunter beta-arrestin, CCL20-stimulated; inhibition, % at 20 µM; 340,000 compounds, 0.49% hits;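 active = compounds whose inhibition of the agonist-driven luminescence signal at 20 µM reaches about 50%, limit read from the data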;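 also: cells stimulated with CCL20 at 14 nM final; plate controls were DMSO with CCL20 for no effect and DMSO without agonist for full effect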
CXCR6 block: CXCR6 receptor inhibitors, primary screen, cell-based, beta-arrestin, luminescence, CHO-K1 PathHunter, 1536-well. inhibition, % at 20 µM. 360,000 compounds, 0.36% hits. AID 602244, 2012; in the data active = inhibition above about 34%, passing the limit was not always enough;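 also: antagonist mode with CXCL16 agonist at 10 nM final; 0% = 10 nM CXCL16 with DMSO and 100% = unstimulated wells without agonist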
ATG4B inh: ATG4B protease inhibitors, primary screen, biochemical, fluorescence, uHTS; Cysteine protease ATG4B (Homo sapiens), Q9Y4P1; ATG4B cleavage of LC3-PLA2, NBD-HPC fluorescence, 1 h; inhibition, % at 8.33 µM; 340,000 compounds, 0.51% hits; in the data active = inhibition above about 40%
Target sequence (Q9Y4P1 whole entry, looked up): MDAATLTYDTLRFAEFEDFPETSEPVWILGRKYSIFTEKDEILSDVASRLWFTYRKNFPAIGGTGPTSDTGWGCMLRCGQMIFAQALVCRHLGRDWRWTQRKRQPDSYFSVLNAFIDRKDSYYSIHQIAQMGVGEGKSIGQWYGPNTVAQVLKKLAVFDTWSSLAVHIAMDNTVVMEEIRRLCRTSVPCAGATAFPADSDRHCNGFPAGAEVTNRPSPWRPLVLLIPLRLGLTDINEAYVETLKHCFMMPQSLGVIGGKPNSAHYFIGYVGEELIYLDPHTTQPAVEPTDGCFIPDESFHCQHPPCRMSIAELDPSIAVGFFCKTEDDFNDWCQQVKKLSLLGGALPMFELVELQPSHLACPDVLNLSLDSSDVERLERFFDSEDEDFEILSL
APJ antagonist: antagonists of human apelin receptor APJ, primary screen, CHO-K1 cells, beta-arrestin complementation, luminescence; P35414; inhibition, % at 20 µM; 330,000 compounds, 0.32% hits;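 active = inhibition above about 40% at 20 µM, limit read from the data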;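 also: cells challenged with 10 nM apelin-13 agonist together with compound; plate controls were apelin-13 plus DMSO wells for no effect and DMSO wells lacking apelin-13 for full effect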
EBI2 antag: EBI2 receptor antagonists, beta-arrestin recruitment, primary screen, cell-based, luminescence, 7a,25-OHC stimulation, uHTS; G-protein coupled receptor 183 (Homo sapiens), P32249; 7a,25-OHC stimulated; inhibition, % at 5 µM; 360,000 compounds, 0.81% hits; in the data active = inhibition above about 38%;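 also: enzyme fragment complementation signal reports receptor beta-arrestin coupling in cells; 0% = agonist plus DMSO wells and 100% = wells without agonist; some results beyond the cut were filed as inactive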
Gli-Sufu antag: Gli-Sufu pathway antagonists, primary screen, luciferase luminescence, Sufu-KO-LIGHT cells, uHTS. inhibition, % at 5 µM. 340,000 compounds, 0.74% hits. Sufu-KO-LIGHT fibroblasts, Gli luciferase reporter luminescence. AID 588413, 2011;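 active = inhibition above about 55%, limit read from the data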;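 also: 0% = DMSO-treated cells and 100% = wells with medium but no cells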
UBC13 inh: UBC13 polyubiquitin chain formation inhibitors, primary screen, biochemical, TR-FRET, uHTS; Ubiquitin-conjugating enzyme E2 N (Homo sapiens), P61088; inhibition, % at 20 µM; 330,000 compounds, 0.47% hits; AID 485273, 2010; in the data active = inhibition above about 45%, passing the limit was not always enough; inconclusive = no clear call, values can overlap the other calls
Target sequence (P61088 whole entry, looked up): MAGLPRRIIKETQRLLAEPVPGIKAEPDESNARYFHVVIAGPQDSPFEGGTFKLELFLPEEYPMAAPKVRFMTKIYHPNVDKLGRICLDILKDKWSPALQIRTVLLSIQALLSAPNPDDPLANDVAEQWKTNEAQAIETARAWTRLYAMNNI
* marks the source's active call; other numbers are inactive results; ? = inconclusive; nt = no result given.

Each structure is followed by: APJ agonist	CCR6 antag	CXCR6 block	ATG4B inh	APJ antagonist	EBI2 antag	Gli-Sufu antag	UBC13 inh
#1 Cc1cccc(Cn2c(SCCN3CCOCC3)nc3c2c(=O)n(C)c(=O)n3C)c1
    1.5	5.2	-2.5	-10.0	17.1	0.6	4.5	4.9
#2 COc1ccc(-c2cc(C(F)(F)F)nc(S(=O)(=O)CCCC(=O)Nc3cc(C)on3)n2)cc1OC
    nt	11.0	8.0	-4.2	nt	15.8	7.6	nt
#3 C/C(=N\NC(=O)c1ccc(C)cc1C)c1ccc(-n2ccnc2)cc1
    2.2	1.5	3.1	1.4	21.2	1.3	2.4	7.6
#4 NC(=O)c1c(NC(=O)CN2CCN(S(=O)(=O)c3ccccc3)CC2)sc2c1CCC2
    -5.5	19.2	-9.0	-1.8	5.0	3.8	12.1	-10.8
#5 c1ccc(SCCOCCN2CCOCC2)cc1
    -0.8	3.9	-3.5	-4.8	19.3	-0.5	-23.4	-8.6
#6 Cc1nnc(Sc2cc(C(=O)NCCCN(C)Cc3ccccc3)c3ccccc3n2)s1
    -1.3	24.1	9.3	-11.1	-1.6	0.3	-20.5	-3.2
#7 S=C(NC1CCCCC1)NC1CC2CCC(C1)N2Cc1ccccc1 (centres undefined)
    -2.9	16.5	3.4	5.0	2.6	0.8	34.6	14.9
#8 Cn1cccc1/C=N/N1CCN(Cc2ccccc2)CC1
    1.9	16.0	-4.8	-0.6	3.1	-2.4	-3.6	0.0
#9 CCOc1ccc(N2C(=O)C3C(c4ccccc4F)NN(C(=O)c4ccc(C)cc4)C3C2=O)cc1 (centres undefined)
    -1.2	-2.3	1.4	9.3	3.2	-1.7	-3.4	-1.7
#10 CCOC(=O)c1ccc(CNC(=O)C2CCCCC2C(=O)OCC(F)(F)F)o1 (centres undefined)
    2.0	-1.3	-11.8	6.2	0.0	-0.5	-7.6	2.4
#11 O=C1C(=O)N(CCCn2ccnc2)C(c2cccnc2)/C1=C(/O)c1ccc(F)cc1 (centres undefined)
    -1.9	-5.4	-6.8	-10.6	5.8	-18.9	2.0	-4.0
#12 CCSc1nc2ccccc2c(=O)n1-c1c(C)n(C)n(-c2ccccc2)c1=O
    -3.0	9.8	17.7	-4.7	16.3	4.0	-11.1	-0.7
#13 CC(C)(C)c1nc(NCCN2CCOCC2)c2nnn(Cc3ccccc3Cl)c2n1
    -2.8	-1.1	-1.3	-8.4	-22.3	15.7	2.7	18.4
#14 COC(=O)Nc1c(-c2ccccc2)nc2ccc(Cl)cn12
    -3.3	9.4	-2.5	6.8	-1.9	-4.0	17.4	-1.6
#15 COc1ccc(N2CCN(C(=O)NC34CC5CC(CC(C5)C3)C4)CC2)cc1
    -2.3	11.4	-0.1	-20.3	-4.5	-4.5	-1.0	-23.7
#16 COc1ccc(S(=O)(=O)n2nc(OC(=O)c3ccccc3)cc2N)cc1
    -0.5	-7.6	-6.4	-5.5	-0.8	-3.5	4.1	7.8
#17 Cc1ccc(S(=O)(=O)N2CCCN(C(=O)c3cc4ccccc4[nH]3)CC2)cc1
    -3.4	13.4	-2.3	-5.5	-6.5	53.9*	22.3	1.5
#18 NC1=NC(c2ccccc2)CC(=O)N1 (centres undefined)
    nt	-6.2	-7.2	-0.3	nt	-2.3	2.2	nt
#19 Cc1cc(/C(N)=N/OC(=O)c2cccc(Cl)c2)no1
    3.5	-5.7	-9.4	-12.1	-15.6	-12.8	-15.7	10.8
#20 CSCCC(N=C(NS(=O)(=O)c1ccc(Br)cc1)c1ccccc1)C(=O)O (centres undefined)
    -2.3	3.1	1.5	-1.1	0.9	-2.6	4.7	-0.8
#21 CCS(=O)(=O)c1ccc2oc(SCC(=O)NCc3ccccc3)nc2c1
    -0.3	5.9	5.4	-0.3	18.4	1.6	5.9	-3.2
#22 CNC(=O)C12CC3CC(CC(Cl)(C3)C1)C2
    0.1	5.7	-2.6	-6.6	5.4	-4.4	-0.3	4.3
#23 COc1ccc(Cl)cc1-n1c(=S)sc2c(=O)n(-c3ccc(F)cc3)c(SCC(=O)O)nc21
    -3.2	7.8	4.9	-3.1	2.2	5.2	5.7	-1.6
#24 CCOC(=O)c1oc2ccccc2c1COC(=O)CNC(=O)c1ccco1
    7.7	5.8	-10.0	0.9	-16.0	-5.5	-7.9	0.1
#25 O=C1C(Cl)=C(N2CCCCCC2)C(=O)N1c1ccccc1
    -1.1	10.5	-5.6	-10.8	4.9	-2.3	3.4	-16.9
#26 Cc1c(Cl)cccc1-n1c(SCC(=O)N(C)Cc2ccccc2)nnc1-c1ccncc1
    -2.3	1.9	-1.3	-10.0	6.7	11.4	12.3	-1.6
#27 O=C(c1ccccc1)C(C(=O)N1CCc2ccccc2C1)n1ccccc1=O (centres undefined)
    2.4	1.3	-2.7	18.6	-8.1	-6.7	3.1	3.4
#28 Cc1nn(CC#N)c(=O)n1-c1ccccc1
    0.6	-4.6	-4.1	1.1	8.2	1.1	0.4	5.6
#29 COCCCNC(=O)c1oc2ccc(S(=O)(=O)N3CCOCC3)cc2c1C
    -2.4	-5.4	8.3	7.5	11.5	-12.8	2.5	-3.7
#30 Cc1cccc(N(CC(=O)NC2CCCC2)C(=O)c2cc3cc4cccc(C)c4nc3s2)c1C
    -5.3	15.4	13.3	15.4	14.9	29.9	20.4	3.7
#31 CCOc1ccc(S(=O)(=O)Nc2cccc(C(=O)NCC(c3ccco3)N(C)C)c2)cc1 (centres undefined)
    -1.6	9.6	-1.8	-2.6	1.4	2.2	8.8	7.1
#32 O=C(CNS(=O)(=O)c1ccc(C(=O)N2CCOCC2)cc1)N1CCOCC1
    -5.8	-17.0	-4.3	-1.3	-5.9	-10.8	1.8	-7.7
#33 CC1CCCCC1N1CN=C(Nc2nc3ccccc3s2)NC1 (centres undefined)
    -4.5	1.7	-16.1	15.9	9.2	3.1	-0.4	-1.5
#34 CCOc1ccc(C(=O)Nc2cc(S(=O)(=O)Nc3ccccc3Cl)ccc2N2CCOCC2)cc1
    0.5	13.9	-6.0	-11.1	-11.9	3.3	0.6	-25.8
#35 O=C(c1ccccn1)N1CCCC(N2CCN(Cc3ccc4c(c3)OCO4)CC2)C1 (centres undefined)
    -3.0	9.1	0.3	0.9	3.5	-5.9	2.3	-10.3
#36 O=C(Nc1ccccc1C(=O)NCCc1ccc(O)cc1)c1ccco1
    -5.4	15.1	-5.4	5.1	0.0	4.2	nt	1.5
#37 CC1CC(C)CN(CCC(=O)Nc2ccc(Br)cc2)C1 (centres undefined)
    -1.0	7.7	-10.2	-2.6	-1.1	16.1	-21.7	4.3
#38 C#CCOCCOCCOCCNc1nc(N2CCN(C(=O)[C@H](CCCCN)n3cc([C@@H](N)[C@H](C)CC)nn3)CC2)nc(N2CCN(C(=O)[C@H](CCCCN)n3cc([C@@H](N)CC(N)=O)nn3)CC2)n1
    -0.2	5.2	-3.1	1.9	2.6	-24.6	-14.1	99.0*
#39 COc1ccc(S(=O)(=O)N2CCC(C(=O)c3ccc4c(c3)OCCO4)CC2)cc1
    -3.4	-1.7	-7.3	-5.8	14.2	-1.7	-3.2	15.4
#40 Nc1ccc2cc3[nH]c4cc(N)ccc4c3nc2c1
    nt	2.9	-1.5	-87.5	nt	-3.6	-108.2	nt
#41 CCOc1ccc(N(C)S(=O)(=O)c2ccc3[nH]cc(C(=O)NCCCOC)c(=O)c3c2)cc1
    0.1	4.2	-15.2	-4.6	-20.7	13.4	4.9	-0.7
#42 CCN(C(=O)CSc1nc2ccccc2[nH]1)C1CCS(=O)(=O)C1 (centres undefined)
    0.9	-7.9	-2.1	-0.2	8.5	-5.0	8.0	-10.6
#43 O=C(CCS(=O)(=O)c1ccc(Cl)cc1)Oc1ccc2c(c1)OCO2
    -0.1	-4.8	-1.1	-13.1	-1.5	1.0	2.7	-6.2
#44 CCOC(=O)c1c(NC(=O)CSc2nc(C)cc(C)c2C#N)sc(C(C)=O)c1C
    -2.6	-6.6	2.1	9.0	1.1	23.3	-7.9	?
#45 C/C(=N\NC(=O)CN(c1ccccc1)S(=O)(=O)c1ccccc1[N+](=O)[O-])C(C)(C)C
    -2.7	19.4	1.6	-1.1	16.7	-0.9	0.6	-6.7
#46 OCc1cccc[n+]1Cc1ccccc1
    4.4	-4.6	-9.0	-8.7	0.1	-1.3	4.7	2.4
#47 Cc1cc(-c2n[nH]c(=S)n2/N=C/c2cccs2)n[nH]1
    -2.9	3.9	7.5	-7.6	0.3	-13.6	-1.9	-5.4
#48 O=C(NC1CCN(Cc2ccccc2)CC1)C1CCCN(S(=O)(=O)c2cccc3nonc23)C1 (centres undefined)
    -4.8	9.4	4.8	-5.2	2.8	-4.6	19.5	0.9
#49 CCOc1ccc(NC(=O)CN(C)C(=O)c2c(C)noc2C)cc1OCC
    -4.3	0.1	8.4	-1.7	9.6	-5.6	-5.0	-2.7
#50 Cc1[nH]n(-c2ccc(Cl)c(Cl)c2)c(=O)c1CCO
    -3.7	-2.1	3.7	2.7	12.5	-3.0	-4.0	0.9
#51 COc1ccc(OCC(=O)Nc2ccc3c(c2)nc2n3CCSC2)cc1
    9.7	1.4	-13.6	-17.9	6.5	-5.6	3.1	4.0
#52 CCOc1ccc(NC(=S)NC(=O)c2cncc(Br)c2)cc1
    -5.9	37.9	27.3	-6.3	22.1	-0.8	-4.7	-0.3
#53 O=C(CCN1CCOCC1)NCC1COc2ccccc2O1 (centres undefined)
    -3.1	1.8	1.1	-13.1	-1.4	-11.8	-4.2	1.4
#54 CSc1ccc(/C=N/n2c(C)nc3ccccc3c2=O)cc1
    -1.4	9.5	-1.7	-2.1	-7.0	1.7	-10.8	-5.6
#55 O=C(O)CCCC(=O)Nc1ccccc1C(=O)N1CCCC1
    -0.9	4.4	-26.1	-4.9	6.5	-13.4	-0.3	-2.8
#56 COc1ccc(C(CNC(=O)c2ccc(C)c(S(=O)(=O)Nc3ccccc3OC)c2)N2CCCC2)cc1 (centres undefined)
    1.7	-1.5	8.6	-7.7	-37.6	15.7	25.3	44.0
#57 O=C(Cn1ccc(C(F)(F)F)n1)Nc1cccc(S(=O)(=O)N2CCCCC2)c1
    -3.4	13.8	-1.2	-11.7	-4.6	2.7	3.3	-0.8
#58 COc1ccc(-c2ccc(=O)n(Cc3ccc([N+](=O)[O-])cc3)n2)cc1
    -4.2	6.3	-23.4	-5.0	-11.6	-0.5	-6.4	-9.1
#59 CCCCn1c(SCC(=O)N2CCOCC2)nnc1-c1cccs1
    4.5	-2.5	0.7	-3.6	5.8	-1.4	-10.3	-8.3
#60 COc1ccc(NC(=S)NCc2ccc(S(N)(=O)=O)cc2)c(OC)c1
    -4.5	9.6	-6.6	0.2	13.0	-5.1	1.4	-8.5
#61 CN(CC(=O)NC1CCCc2ccccc21)S(=O)(=O)c1cccs1 (centres undefined)
    -2.4	15.5	-2.6	2.4	7.9	5.5	2.1	-4.7
#62 COc1ccc(CN2CCN(C(=O)c3cccs3)CC2)c(OC)c1OC
    -1.2	3.0	-2.7	-3.6	14.8	-1.1	0.9	-2.1
#63 Cc1ccc(CNC(=O)C2CCCN(Cc3cnn(-c4ccccc4)c3-n3cccc3)C2)cc1 (centres undefined)
    -2.9	-3.2	3.5	-7.3	7.6	15.3	2.5	12.6

Structures above that bear a hit mark in UBC13 inh:
entry	Molecule	APJ agonist	CCR6 antag	CXCR6 block	ATG4B inh	APJ antagonist	EBI2 antag	UBC13 inh
38	C#CCOCCOCCOCCNc1nc(N2CCN(C(=O)[C@H](CCCCN)n3cc([C@@H](N)[C@H](C)CC)nn3)CC2)nc(N2CCN(C(=O)[C@H](CCCCN)n3cc([C@@H](N)CC(N)=O)nn3)CC2)n1	-0.2	5.2	-3.1	1.9	2.6	-24.6	99.0*
